Screening results (PubChem)
GALK inhibitor = blocks human galactokinase activity; P51570; Purified GALK, Kinase-Glo residual ATP luminescence; Potency, µM (doses to about 57.5 µM), without a hit: at the highest dose activity change, negative = inhibition, hits mostly inhibitors; 0.007% of 270,000 active; further: potency means the concentration at half of the fitted maximal effect
Target sequence (P51570 whole entry, looked up): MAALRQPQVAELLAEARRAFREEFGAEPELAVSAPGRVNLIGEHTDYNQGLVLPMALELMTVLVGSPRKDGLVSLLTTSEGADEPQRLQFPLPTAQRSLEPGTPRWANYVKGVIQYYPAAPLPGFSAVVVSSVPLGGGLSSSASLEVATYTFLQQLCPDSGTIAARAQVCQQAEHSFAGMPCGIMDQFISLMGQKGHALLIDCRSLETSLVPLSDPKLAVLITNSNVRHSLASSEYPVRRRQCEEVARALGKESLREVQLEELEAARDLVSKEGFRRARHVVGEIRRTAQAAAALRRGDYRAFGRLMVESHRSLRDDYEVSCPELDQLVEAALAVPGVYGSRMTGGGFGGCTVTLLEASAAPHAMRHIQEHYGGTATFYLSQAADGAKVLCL
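Luminescence from leftover ATP (Ultra-Glo luciferase/luciferin) served as read-out after a 1 h room-temperature reaction of 5 nM GALK with 35 uM ATP and 100 uM galactose.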
USP2a block = inhibitors of human ubiquitin-specific protease USP2a; USP2 core, Ub-CHOP2 coupled fluorogenic reporter, 485/531; AID 463254; 0.01% of 330,000 active; O75604; Potency, µM (doses to about 38.3 µM), for inactives: at the highest dose activity change, negative = inhibition, hits mostly inhibitors;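 further: potency means the concentration at half of the fitted maximal effect; plate controls were DMSO wells for no effect and full inhibition by NEM control for full effect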
Target sequence (O75604 whole entry, looked up): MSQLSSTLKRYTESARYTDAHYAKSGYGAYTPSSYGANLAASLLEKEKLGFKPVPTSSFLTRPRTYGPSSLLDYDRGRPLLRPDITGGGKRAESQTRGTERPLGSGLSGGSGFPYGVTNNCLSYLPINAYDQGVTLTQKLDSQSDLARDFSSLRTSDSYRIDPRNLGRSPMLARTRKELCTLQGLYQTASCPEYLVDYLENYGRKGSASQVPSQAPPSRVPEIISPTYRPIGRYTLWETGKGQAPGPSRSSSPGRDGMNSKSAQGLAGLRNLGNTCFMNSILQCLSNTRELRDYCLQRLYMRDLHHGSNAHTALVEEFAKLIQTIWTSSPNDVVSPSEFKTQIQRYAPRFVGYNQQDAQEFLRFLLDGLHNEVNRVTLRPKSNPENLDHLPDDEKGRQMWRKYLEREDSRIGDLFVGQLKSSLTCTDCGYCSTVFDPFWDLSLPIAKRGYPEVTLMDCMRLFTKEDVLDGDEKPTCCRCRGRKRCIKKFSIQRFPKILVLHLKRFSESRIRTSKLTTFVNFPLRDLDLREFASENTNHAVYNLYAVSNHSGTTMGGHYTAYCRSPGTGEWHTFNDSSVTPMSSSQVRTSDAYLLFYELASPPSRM
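USP2 core (10nM final) preincubated 30min RT with compound in 20mM Tris-HCl pH 8.0, 2mM CaCl2, 2mM beta-mercaptoethanol, 0.05% CHAPS; 25nM Ub-CHOP2 plus 25nM reporter substrate added, fluorescence (Ex485/Em531) read after 60min.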
PKM2 activator = activators of human pyruvate kinase M2; P14618; purified PKM2, Kinase-Glo ATP luminescence, activation; response scale: 0% is enzyme alone, no compound; Potency, µM (highest dose often 57.5 µM), inactives show top-dose activation, usual class: activators; 0.34% of 260,000 active; AID 1631; further: potency means the concentration at half of the fitted maximal effect; nearly all actives have a fitted effect of over 55% in size
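hPK-M2, >95% pure; 0.1 mM ADP / 0.5 mM PEP final; imidazole pH7.2 buffer w/ 7 mM MgCl2, 50 mM KCl; 1 h RT; Kinase-Glo lum. Intermediate enzyme activity for dual inhibitor/activator qHTS.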
KCNH2 3.1 inh = inhibitors of human KCNH2 3.1 potassium channel isoform; U2OS KCNH2 3.1, thallium flux FluxOr; stronger effect = lower value; activity change, % (tested at about 1.8 µM); 0.95% of 340,000 active;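 active means maximum activity change below -70%; inconclusive means maximum activity change from -70% to -50%; inactive means maximum activity change above -50%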;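 further: thallium influx rate constant from kinetic fluorescence after stimulation buffer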
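Channel expression came from 3.1 mutant virus (1.77 x 10^8 /mL) applied to suspended U2OS cells for 4 h. Flux was tracked with FluxOr dye plus Red40 quencher, and kinetic rate constants normalized to controls.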
FBPA coupling cs = counter-screen for Giardia aldolase inhibitors: coupling enzyme system; coupling enzyme system counterscreen, AmpLite Red fluorescence; activity change, negative = inhibition, % at 58.2 µM, hits read low; 0.67% of 290,000 active; AID 2472; in the data active means activity change below about -30%
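Compounds tested against the coupling enzymes alone at 57.5 uM final; readout was AmpLite Red fluorescence (525/598 nm) after 20 min at RT.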
Giardia killer = kills Giardia lamblia; 0.15% of 340,000 active; activity change, % at 7.66 µM, hits read low; Giardia lamblia trophozoite viability; in the data active means activity change below about -80%; inconclusive means between about -30% and that limit;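 further: parasites exposed to compound for two days anaerobically before the ATP read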
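Luminescence from cellular ATP indicates surviving trophozoites (100 cells/well) following 48 hrs anaerobic compound treatment at 37 deg C; signal develops 15-30 min at room temperature.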
hERG WT inh = inhibitors of human wildtype KCNH2 potassium channel. Q12809. 0.37% of 340,000 active. activity change, % at 1.84 µM. U2OS, BacMam KCNH2, thallium flux FluxOr; stronger effect = lower value;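 active means maximum activity change below -70%; inconclusive means maximum activity change between -70% and -50%; inactive means maximum activity change above -50%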
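U2OS cells transduced with wild-type KCNH2 virus are loaded with FluxOr dye for 45 min, and thallium flux is measured in kinetic reads before and after stimulation buffer. Rate constants are normalized to DMSO controls.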
Chronic BCR inh = inhibitors of chronic active B-cell receptor signaling. 0.05% of 340,000 active. ABC-DLBCL IkBa-CBG/CBR reporter, luminescence ratio, 4 h. Potency, µM (top dose mostly 46.1 µM), for inactives: top-dose ratio change, negative = lower green/red ratio, hits mostly inhibitors. AID 493014; active means well fitted inhibition curve with a large enough effect in the signal ratio, with a control signal flat, not every such curve was filed as active; inconclusive means small, poorly fitted or top-dose-only effect, or effect the other way, or a change in a side signal; the % refers to the signal ratio;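 further: potency means the concentration at half of the fitted maximal effect; plate controls were basal doxycycline-induced cells for no effect and cells given 10 µM MG132 for full effect; MG132 reads +100%, hits lower the ratio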
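TMD8 ABC-DLBCL cells carrying doxycycline-inducible green luciferase fused to IkappaBalpha plus unfused red luciferase were exposed to compounds (up to 46 uM) for 4 hrs at 37C. Activity came from the overlap-corrected green/red luminescence ratio.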
B2AR arrestin = beta2AR (human) beta-arrestin recruitment activity | P07550 | beta-arrestin recruitment to beta2AR, cell-based reporter | Potency, µM (series often up to 46.1 µM), inactives show at the top dose activation, actives largely listed as activators | 0.02% of 330,000 active;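 further: potency means the concentration at half of the fitted maximal effect; 0% = DMSO controls and full agonism = EC100 isoproterenol or metaproterenol; nearly all actives have a fitted effect of over 65% in size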
uPA surface inh = inhibitors of cell surface uPA generation. cell surface uPA generation assay, qHTS. Potency, µM (doses to about 38.3 µM), inactives show at the top dose activity change, negative = inhibition, hits mostly inhibitors. 0.31% of 330,000 active; active means well fitted inhibition curve with a large enough effect; inconclusive means small, poorly fitted or top-dose-only effect; inactive means no such curve, though single readings can be large or run the other way; tested in mouse RAW 264.7 cells; further: potency means the concentration at half of the fitted maximal effect; nearly all actives have a fitted effect of over 55% in size
Eya2 inh = blocks the phosphatase activity of human Eya2; 0.006% of 330,000 active; recombinant Eya2, OMFP fluorescence dephosphorylation (OMFP is methylfluorescein phosphate); Potency, µM (highest dose often 76.9 µM), without a hit: at the top dose activity, negative = inhibition, hits mostly inhibitors; O00167; further: potency means the concentration at half of the fitted maximal effect
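Eya2 (0.2 uM) preincubated 10 min at ambient with compound, then OMFP substrate added at 50 uM; 10 min reaction in 50 mM HEPES pH 7.5, 50 mM NaCl, 5 uM MgCl2, 0.05% BSA, 1 mM DTT. Fluorescence read at Ex 485/Em 525 nm.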
The depositor's hits bear a star; ? = inconclusive; . = no result given; & = joins results of further samples; [ ] = another dose, or the depositor's remark. Unless noted, the call rests on the fitted dose curve; in most records, active means well fitted curve in the direction sought with a large enough effect; inconclusive means small, poorly fitted or top-dose-only effect, or another doubt; inactive means no such curve, though single readings can be large; an effect the other way counts as inactive or inconclusive. Unless noted, on the % scale 0 is the no-effect control and ±100 the full control effect.

Compound	FBPA coupling cs	hERG WT inh	KCNH2 3.1 inh	PKM2 activator	Eya2 inh	uPA surface inh	USP2a block	Giardia killer	B2AR arrestin	GALK inhibitor	Chronic BCR inh
CCN(CC)S(=O)(=O)c1ccc2[nH]cc(C(=O)NCCCN3CCCCC3C)c(=O)c2c1 (stereo unspecified)	3	-1	16	0%	8%	6%	0%	5	-1.3%	-2%	?
COc1ccc(NC(=O)NCc2cccnc2)cc1OC	1	-25	9	-1%	-16%	.	-1%	-8	-0.2%	1%	-2%
Nc1nc2c(F)cccc2s1	1	8	7	7%	5%	2%	7%	-19	-0.7%	-1%	?
CC1(C)CC(=O)C2=C(C1)OC(N)=C(C#N)C21C(=O)N(Cc2ccccc2Cl)c2ccccc21 (stereo unspecified)	3	6	10	8%	1%	-2%	-4%	31[activator]	0.1%	-2%	?
COc1cccc(C(=O)NC2(C(F)(F)F)N=C3SCCN3C2=O)c1 (stereo unspecified)	1	16	0	-3%	-3%	.	-1%	6	-0.3%	-2%	?
CC1=NN(c2ccc([N+](=O)[O-])cc2)C(=O)/C1=C\N(C)C	0	20	17	-76%	1%	-8%	1%	-6	-0.7%	.	?
CCCCn1c(SCC(=O)OCC)nc2c1c(=O)[nH]c(=O)n2C	-1	11	15	2%	0%	-2%	0%	14	-0.5%	-1%	6%
CCOC(=O)c1sc2nc(C)nc(NCc3cccnc3)c2c1C	2	-4	13	.	-9%	2%	2%	7	-0.1%	2%	?
COc1ccc(CN2CCCC(C(=O)N3CCc4ccccc4C3)C2)cc1OC (stereo unspecified)	0	18	-4	.	-9%	-1%	2%	-13	0.3%	0%	-3%
CCCNC(=O)C(Cc1ccccc1)NC(=O)c1ccc(-c2ccccc2)cc1 (stereo unspecified)	.	2	5	.	5%	2%	-1%	11	-0.3%	.	-14%
COCCCNC(=S)N(CCN(C)C)Cc1cc2cc3c(cc2[nH]c1=O)OCCO3	2	-2	-7	0%	14%	-3%	-1%	-22	0.3%	-6%	-3%
CCC(=O)N/C(=N/c1nc(C)cc(C)n1)Nc1ccc(OC)cc1	-1	8	-6	5%	-2%	8%	3%	3	-0.1%	0%	-10%
CCc1nnc(NS(=O)(=O)c2ccc(NC(=S)NC(=O)/C=C/c3ccc(C(C)C)cc3)cc2)s1	7	-7	15	1%	-3%	-7%	-25%	-15	-0.4%	-2%	17%
O=C(CSc1nnc2c(Cl)cc(C(F)(F)F)cn12)Nc1ccc2c(c1)OCO2	0	6	18	-7%	15%	.	2%	3	-0.4%	5%	0%
CCC(NC(=S)Nc1ccccc1)C(=O)O (stereo unspecified)	4	4	21	-1%	0%	-2%	1%	-5	-0.5%	3%	4%
Oc1cccc(Nc2ncnc3ccccc23)c1	-2	1	3	-5%	-18%	-5%	1%	10	-0.3%	-1%	?
COc1ccccc1-n1c2nc3ccccc3nc2c2c(=O)n(-c3cc(C)cc(C)c3)cnc21	-11	-1	5	3%	-1%	-3%	4%	-1	?	1%	-7%
O=C(NCC(=O)N1CCN(S(=O)(=O)/C=C/c2ccccc2)CC1)c1ccc(Cl)cc1	1	7	4	0%	7%	-1%	3%	-23	0.2%	5%	0%
O=C(Nc1ccccc1C(=O)N1CCCCCC1)c1ccc(Cl)cc1	4	-2	-1	2%	-18%	-3%	8%	-9	0.0%	0%	-9%
Cc1ccc(S(=O)(=O)CC(CN2CCOCC2)N2CCOCC2)cc1 (stereo unspecified)	1	-3	3	0%	-1%	3%	2%	-3	0.0%	-1%	0%
O=C(COC(=O)C1CCN(S(=O)(=O)c2c(Cl)cccc2Cl)CC1)NCc1ccco1	.	-2	-10	.	-25%	?	-1%	-13	-0.8%	.	0%
CCc1ccc(OCC(O)CN2CCN(c3ccc(OC)cc3)CC2)cc1 (stereo unspecified)	-3	20	-41	.	-9%	-3%	3%	-1	0.3%	-6%	0%
Cc1ccc2nc3c(cc(C(=O)NC4CCCCC4)c(=N)n3C3CCCCC3)c(=O)n2c1	0	-3	-17	3%	-22%	-18%	0%	-25	0.5%	0%	-16%
Cc1cc(=O)oc(C)c1C(=O)NCCc1ccc(F)cc1	4	-6	-2	-1%	-7%	-2%	2%	-14	-0.2%	5%	-1%
Cc1ccc([N+](=O)[O-])cc1NC(=O)Nc1ccc(S(N)(=O)=O)cc1	-3	-5	1	5%	?	-3%	6%	-2	-0.2%	0%	?
CCCCC(=O)OCc1c(-c2ccccc2)ncc2ccccc12	.	-7	-38	.	-1%	2%	-1%	24	0.0%	.	?
O=C(Nc1ccc(NC(=O)c2cccnc2)cc1)c1ccccc1	0	-8	-6	.	16%	3%	3%	-22	-0.2%	-1%	7%
O=C(Cc1cccc2ccccc12)NNC(=O)Nc1cccc(Cl)c1	6	2	-7	0%	2%	4%	-1%	-6	-0.1%	1%	13%
COc1ccc(NC(=O)c2c3c(nc4ccccc24)CCC3)cc1	1	6	-7	2%	9%	.	3%	3	-0.6%	-2%	-3%
CC(C)C[C@H](NC(=O)C1CCN(S(=O)(=O)c2ccccc2)CC1)C(=O)NCc1cccnc1	.	.	7	.	3%	5%	-1%	9	0.5%	1%	2%
CSc1ccccc1OCc1cc(C(=O)NCc2cccc(C)n2)no1	0	-17	3	.	-5%	-1%	0%	-13	0.2%	-1%	-7%
O=C(CN(Cc1ccccc1)C(=O)CCC(=O)Nc1ccccn1)NCc1ccco1	5	2	6	-4%	27%	3%	0%	10	0.1%	1%	16%
COc1ccccc1CNC(=O)c1ccc(CS(=O)(=O)c2ccccc2)o1	5	1	1	0%	-8%	4%	-2%	4	0.0%	.	-26%
Cc1ccccc1N(C(=O)Cn1nnc(-c2ccc(F)cc2)n1)C(C(=O)NC(C)(C)C)c1ccncc1 (stereo unspecified)	-1	13	4	-19%	-2%	2%	1%	25	0.1%	2%	5%
Cc1ccccc1-n1c(-c2ccco2)n[nH]c1=S	-2	-17	21	-15%	1%	1%	4%	1	-1.4%	.	-2%
Cc1cc(S(=O)(=O)Nc2ccc3c(c2)COC3=O)ccc1F	10	-5	10	11µM*	-2%	-5%	1%	-5	-2.3%	-2%	1%
CC(=O)Nc1ccc(S(=O)(=O)Nc2cccc(-c3cn4cccnc4n3)c2)cc1	-1	1	-11	5%	4%	-1%	-1%	-5	-0.9%	2%	1%
O=C(Cn1ncc(N2CCOCC2)c(Br)c1=O)c1ccc(Cl)cc1	-1	3	15	-2%	-4%	?	-1%	-11	0.0%	2%	2%
Cc1ccc(CN2C(=O)CCC2C(=O)NCc2ccco2)cc1 (stereo unspecified)	1	-1	-15	1%	10%	0%	3%	-11	0.2%	0%	4%
Cn1ccnc1SCCNC(=O)C1CCC(=O)N(Cc2ccc(Cl)cc2)C1 (stereo unspecified)	1	-29	8	.	8%	-13%	-6%	3	-0.4%	4%	1%
O=C(O)c1ccc2c(c1)C(=O)N(c1cc([N+](=O)[O-])ccn1)C2=O	2	0	-12	.	10%	4%	8%	-14	0.5%	2%	-1%
O=C1Nc2cc(Cl)c(Cl)cc2N(O)N1c1cccc(Cl)c1	-6	-15	2	5%	-4%	6%	-1%	12	-0.1%	1%	-9%
CC(=O)c1cccc(NC(=O)COc2ccc(S(=O)(=O)N3CCOCC3)cc2)c1	.	16	1	-1%	2%	-3%	4%	23	-0.1%	-6%	2%
C/C(CC(=O)Nc1ccc(Cl)cc1Cl)=N\NC(=O)c1ccncc1	3	-10	5	-7%	-5%	-14%	-6%	-6	0.3%	5%	?
CCOc1ccc(NC(=O)CC(NC(C)=O)c2ccccc2)cc1S(=O)(=O)N1CCCC1 (stereo unspecified)	.	2	6	.	-4%	4%	-7%	-20	-0.1%	.	-6%
CCn1c(SCC#N)nc2ccccc2c1=O	3	-4	0	1%	?	-6%	1%	-12&32	-0.2%	1%	?
CCOC(=O)CSc1nc2sc3c(c2c(=O)n1-c1ccc(OCC)cc1)CCN(C)C3	1	1	5	.	-24%	7%	-1%	36[activator]	0.0%	0%	?
Cn1cccc1C(=O)OCC(=O)N1CCN(c2ccccc2)CC1	.	-9	2	.	-11%	2%	3%	-16	-1.2%	.	-1%
CC1Sc2ccc(S(=O)(=O)CCC(=O)NC3CCCCCC3)cc2NC1=O (stereo unspecified)	-1	0	0	0%	18%	-1%	-1%	6	0.4%	-4%	1%
Cc1ccccc1C(=O)OCC(=O)N(C)c1c(N)n(Cc2ccccc2)c(=O)[nH]c1=O	.	4	30	.	-1%	-2%	1%	29	0.1%	.	-11%
